Compound activity deposited in PubChem BioAssay by several laboratories.
Lmaj promast – Leishmania major promastigote growth inhibition, primary screen | Leishmania major promastigotes, resazurin fluorescence viability | inhibition, % at 10 µM | 9% of 200,000 active; in the data active = inhibition above about 50%;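 note: promastigotes grown with compound for 44 hours at 28 °C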
PPARg SRC-3 ag – PPARgamma agonists recruiting SRC-3 coactivator, primary screen, biochemical; Peroxisome proliferator-activated receptor gamma (Homo sapiens), P37231; biochemical PPARgamma/SRC-3 coactivator recruitment assay; activation, % at 8 µM; 0.26% of 200,000 active; AID 731, 2007; in the data active = activation above about 23%;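 note: 0% = DMSO and 100% = reference agonist; some compounds past the cut are filed as inactive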
Target sequence (P37231 whole entry, looked up): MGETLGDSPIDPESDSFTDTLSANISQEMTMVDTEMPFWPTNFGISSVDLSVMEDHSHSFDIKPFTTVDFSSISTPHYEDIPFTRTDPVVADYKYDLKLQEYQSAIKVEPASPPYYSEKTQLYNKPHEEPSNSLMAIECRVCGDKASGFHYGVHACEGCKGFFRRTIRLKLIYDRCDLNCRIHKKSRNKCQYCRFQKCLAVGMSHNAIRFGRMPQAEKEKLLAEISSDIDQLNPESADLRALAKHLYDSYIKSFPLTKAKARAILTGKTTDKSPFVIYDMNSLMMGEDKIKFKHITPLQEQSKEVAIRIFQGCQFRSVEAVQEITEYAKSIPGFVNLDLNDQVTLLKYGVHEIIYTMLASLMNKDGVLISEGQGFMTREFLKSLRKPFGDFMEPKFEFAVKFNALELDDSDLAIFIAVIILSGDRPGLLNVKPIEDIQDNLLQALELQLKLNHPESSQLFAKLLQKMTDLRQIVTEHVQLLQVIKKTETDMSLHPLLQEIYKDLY
TLR4 MyD88 comp – inhibitors of TLR4-MyD88 association in cells, primary screen, cell-based, HeLa CL3-4, BLA complementation, FRET ratio; Toll-like receptor 4 (Homo sapiens) + Myeloid differentiation primary response protein …; HeLa CL3-4 TLR4/MyD88 BLA complementation; inhibition, % at 8.4 µM; 0.18% of 200,000 active; in the data active = inhibition above about 25%;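 note: 0% = vehicle and 100% = reference inhibitor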
ROMK primary – ROMK potassium channel modulators, primary screen, cell-based, thallium flux, MLSMR library; B-score at 10 µM; ATP-sensitive inward rectifier potassium channel 1 (Homo sapiens), P48048; 2% of 130,000 active; AID 1918, 2009; Tet-inducible ROMK, thallium flux fluorescence; actives lie on both sides;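 active = signal ratio slope over the read window, or its plate-corrected B-score, at least 3 SD from the plate mean, either direction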;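 note: B-score of the F/F0 ratio slope over 7 to 12 s after thallium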
Target sequence (P48048 whole entry, looked up): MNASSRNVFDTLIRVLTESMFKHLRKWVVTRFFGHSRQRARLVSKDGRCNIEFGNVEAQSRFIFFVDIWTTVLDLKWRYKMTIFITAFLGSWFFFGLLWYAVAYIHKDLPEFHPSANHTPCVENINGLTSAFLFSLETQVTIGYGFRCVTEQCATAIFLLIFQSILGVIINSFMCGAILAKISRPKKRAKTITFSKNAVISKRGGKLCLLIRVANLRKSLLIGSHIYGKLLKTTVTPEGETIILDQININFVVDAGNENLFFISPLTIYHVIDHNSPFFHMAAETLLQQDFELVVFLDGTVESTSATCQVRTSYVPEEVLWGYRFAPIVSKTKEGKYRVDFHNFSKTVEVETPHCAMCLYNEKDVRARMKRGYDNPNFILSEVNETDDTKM
PPARg SRC2 recr – agonists of PPARg-SRC-2 recruitment, primary screen, biochemical, HTS. Peroxisome proliferator-activated receptor gamma (Homo sapiens), P37231. PPARgamma LBD-SRC-2 recruitment. activation, % at 8 µM. 0.34% of 200,000 active; in the data active = activation above about 22%;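 note: 0% = vehicle and 100% = reference agonist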
SRC2 TRFRET art – TR-FRET signal artefacts, primary screen, artefact control for PPARgamma SRC-2 agonist project, biochemical; TR-FRET artefact counter-screen; hits give high values; TR-FRET ratio at 8 µM; 0.4% of 200,000 active; AID 1049, 2008; in the data active = TR-FRET ratio above about 2000; note: inactives centre near 1500
PPARg SRC-1 ag – PPARgamma agonists recruiting SRC-1 coactivator, primary screen, biochemical; Peroxisome proliferator-activated receptor gamma (Homo sapiens), P37231; PPARgamma-SRC-1 coactivator recruitment biochemical assay; activation, % at 8 µM; 0.41% of 200,000 active; AID 631, 2007; in the data active = activation above about 19%;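 note: 0% = DMSO and 100% = reference agonist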
bIAP inh – bovine intestinal alkaline phosphatase inhibitors, primary screen, selectivity assay for TNAP inhibitor project, biochemical, bovine IAP, CDP-star luminescence. alkaline phosphatase, intestinal [Bos taurus]. purified bovine IAP, 30 min. inhibition, % at 20 µM. 190,000 tested, under 10 active;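 active = over 50% inhibition of intestinal alkaline phosphatase at 20 µM in the single-dose screen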
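Assay system: bovine IAP enzyme; medium: DEA buffer 100 mM, pH 9.8, with MgCl2 1.0 mM, ZnCl2 0.02 mM; doses: 20 µM single dose; incubation: enzyme reaction for 30 min at room temperature; detection: CDP-star luminescence signal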
S1P3 antag – S1P3 receptor antagonists, primary screen, cell-based; 0.27% of 170,000 active; Sphingosine 1-phosphate receptor 3 (Homo sapiens), Q99500; AID 485, 2006; inhibition, % at 4.98 µM; CHO S1P3 NFAT-BLA reporter, FRET fluorescence, antagonist mode;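 active = inhibition above the plate cutoff, the mean inhibition of test wells on that plate plus 3 SD, cut at about 28% in these data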;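 note: cells challenged with S1P at its EC80 of 0.8 µM; blue over green emission ratio from cleaved BLA substrate after 4 h stimulation; 0% = S1P-stimulated wells and 100% = unstimulated DMSO-only wells; some compounds past the cut are filed as inactive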
bIAP activator – bovine intestinal alkaline phosphatase activators, primary screen, biochemical, bovine IAP, CDP-star luminescence; purified bovine IAP, 30 min; hits give high values; fold of DMSO-control signal, blank-subtracted; activation factor at 20 µM; 0.17% of 200,000 active;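 active = activation factor of 2 or more at 20 µM, a signal rise over negative controls twice the positive control's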
Redox H2O2 prof – compounds producing H2O2 with reducing agent – biochemical, NIH compound library profiling, artefact control for MLSCN library redox annotation, primary screen; DTT-dependent redox cycling H2O2, phenol red/HRP absorbance; 100% = 100 µM peroxide control, 0% = buffer; activation, % at 10 µM; 0.03% of 200,000 active; AID 878, 2007;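 active = activation of at least 50% relative to the plate's high and low controls in the primary single-dose screen; inactive = activation below 50%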;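 note: compound incubated with DTT at 0.8 mM final as the reducing agent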
Active calls of the source: *; . = no result given. Rows are unselected; overall some 11% were active at least once.

Results follow in this order: Lmaj promast	PPARg SRC-3 ag	TLR4 MyD88 comp	ROMK primary	PPARg SRC2 recr	SRC2 TRFRET art	PPARg SRC-1 ag	bIAP inh	S1P3 antag	bIAP activator	Redox H2O2 prof
1. COc1ccc(S(=O)(=O)N2CCC(C(=O)NCc3ccccc3)CC2)cc1OC
→ -3	0	3	-0.017	11	1502	3	-6	-16	1.1	0.6
2. Cc1ccc(N(CC(=O)Nc2ccc(C)cc2C)S(=O)(=O)N2CCCC2)cc1
→ 0	8	-2	.	-2	1455	4	3	.	1	0.2
3. Cc1ccc(CNC(=O)CCNC(=O)c2ccco2)cc1
→ -5	7	-3	.	-10	1440	14	10	.	0.9	3.1
4. CCOc1ccc(C(=O)/C=C/c2cc(OC)c(OC)c(OC)c2)cc1
→ 27	4	7	.	4	1378	-2	-2	-9	1	0.3
5. CCCCc1ccc(NC(=S)NCc2cccs2)cc1
→ 16	0	-16	.	0	1728	1	11	.	0.9	-2.7
6. COc1ccc(C(=O)CSc2n[nH]c(N)n2)cc1
→ -1	11	-6	0.016	7	1481	3	4	.	1	0.0
7. Cc1ccccc1Nc1nnc(SCc2cc(=O)n3ccsc3n2)s1
→ 12	-3	-4	.	2	1679	5	-4	.	1	-3.0
8. C=CCc1cccc(CNc2c(C)n(C)n(-c3ccccc3)c2=O)c1O
→ 8	10	-3	.	-5	1303	0	8	5	0.9	2.4
9. CC(C)C(O)(CC#CCN1CCCC1)c1ccccc1 (stereo not given)
→ 54*	0	11	0.7	-7	1578	-1	-13	-4	1.1	-0.3
10. COc1ccccc1N1CCN(Cc2cccs2)CC1
→ -2	5	-7	-0.081	8	1647	1	-1	.	1	0.5
11. CCCN1CCC(=NNc2ccc(S(=O)(=O)N(CC)CC)cc2[N+](=O)[O-])CC1
→ 100*	3	3	0.51	-8	1686	6	15	-11	0.8	-0.1
12. N/C(Cc1ccc(Cl)cc1)=N\OC(=O)Cc1ccc([N+](=O)[O-])cc1
→ -1	1	-18	.	4	1722	6	8	-1	0.9	0.2
13. C=CCNC(=O)CC1Nc2c3ccccc3nc(=S)n2C1=O (stereo not given)
→ 4	4	-3	-1.6	1	1698	5	6	-19	0.9	-0.1
14. CCc1c(C(=O)N2CCN(c3ccccc3F)CC2)[nH]c(C)c1C(C)=O
→ -2	5	4	.	0	1416	-3	-5	.	1	-0.1
15. COc1cc(OC)cc(C(=O)Nc2c(F)cccc2F)c1
→ -3	3	17	-0.12	3	1505	-2	-35	.	1.3	-1.2
16. Cc1cc(C)cc(N(CC(=O)Nc2ccc(-c3nc4ccc(C)cc4s3)cc2)S(C)(=O)=O)c1
→ 10	-2	1	.	1	1547	6	0	-11	1	0.8
17. COc1ccc(/C(O)=C2/C(=O)C(=O)N(CCN3CCOCC3)C2c2ccccn2)cc1OC (stereo not given)
→ -3	-1	-6	-0.14	7	1314	-3	10	.	0.9	-1.5
18. COc1ccc([C@@H]2[C@H]3C(=O)N(c4cccc(C(F)(F)F)c4)C(=O)[C@H]3ON2C)cc1
→ -7	5	-4	.	3	1549	-2	-6	.	1.1	-7.2
19. Cc1cc(OC(=O)C(C)(C)C)c([N+](=O)[O-])c(=O)[nH]1
→ 2	9	1	.	5	1746	6	2	-9	1	-0.8
20. CCN(CC(=O)Nc1ccc2c(c1)OCO2)Cc1nc2ccccc2c(=O)[nH]1
→ -1	0	0	.	9	1552	4	-83	-24	1.8	0.0
21. CCN(CC)CCNC(=O)C12CC3CC(CC(C3)C1)C2
→ -3	5	8	-0.39	-3	1637	1	7	.	0.9	0.1
22. CCCCOc1ccc(C(=O)NC(=S)Nc2ccc(CN3CCOCC3)cc2)cc1
→ 6	-1	-2	0.77	6	1618	1	8	3	0.9	-0.4
23. COc1ccc(Sc2cc(C(F)(F)F)nc(-c3ccccn3)n2)cc1
→ 13	4	3	.	4	1593	-8	-3	.	1	0.1
24. Cc1ccc(NC(=O)N2CCC(C(=O)NCc3ccc(F)cc3)CC2)cc1
→ -4	-8	0	-0.42	-7	1268	-12	-2	-8	1	0.1
25. COCC(=O)Nc1cccc2ccccc12
→ -5	4	0	.	-8	1378	-3	1	0	1	2.9
26. COc1ccccc1NC(=O)c1ccc(NC(=O)COC(=O)C(C)C)cc1
→ 16	-1	-7	.	3	1482	-7	9	-13	0.9	-0.1
27. CC(C)(O)C#Cc1ccc(C(=O)NCc2ccccc2F)cc1
→ -1	4	0	0.15	6	1430	4	4	4	1	-0.2
28. COc1ccccc1CNC(=O)C1CC(c2c(Cl)cccc2Cl)=NO1 (stereo not given)
→ 0	-6	2	.	-1	1469	-3	12	.	0.9	1.7
29. O=C(O)c1cccc(C(=O)Cc2ccccc2)c1
→ -2	-7	-8	0.39	0	1652	4	-2	2	1	0.2
30. Cc1ccc(N2C(=O)CC(NNc3nc4ccccc4s3)C2=O)cc1C (stereo not given)
→ 56*	3	-8	-1	-4	1431	-5	0	2	1	0.1

A second format for part of the listing above.
cpd | Molecule | Lmaj promast | PPARg SRC-3 ag | TLR4 MyD88 comp | ROMK primary | PPARg SRC2 recr | SRC2 TRFRET art | PPARg SRC-1 ag | bIAP inh | S1P3 antag | bIAP activator | Redox H2O2 prof
4 | CCOc1ccc(C(=O)/C=C/c2cc(OC)c(OC)c(OC)c2)cc1 | 27 | 4 | 7 | . | 4 | 1378 | -2 | -2 | -9 | 1 | 0.3
20 | CCN(CC(=O)Nc1ccc2c(c1)OCO2)Cc1nc2ccccc2c(=O)[nH]1 | -1 | 0 | 0 | . | 9 | 1552 | 4 | -83 | -24 | 1.8 | 0.0

The results go on:
Results follow in this order: Lmaj promast	PPARg SRC-3 ag	TLR4 MyD88 comp	ROMK primary	PPARg SRC2 recr	SRC2 TRFRET art	PPARg SRC-1 ag	bIAP inh	S1P3 antag	bIAP activator	Redox H2O2 prof
31. O=C(COC(=O)c1ccc(Cl)s1)c1ccc[nH]1
→ -6	7	-2	-2.1	22*	1677	11	2	-1	1	0.2
32. COc1ccc(-c2[nH]ncc2CN2CCCC(C(=O)c3cccc(OC)c3)C2)cc1 (stereo not given)
→ 2	2	-1	-0.88	-1	1620	1	-9	-9	1.1	8.4
33. Cc1c(/C=N/NC(=O)c2ccc3c(c2)OCO3)cnn1C
→ 0	-2	4	.	8	1422	2	2	.	1	-9.3
34. CC(C)C1S/C(=N/N=C/c2ccco2)NC1=O (stereo not given)
→ -9	19	-8	.	6	1679	10	5	.	0.9	1.7
35. CCC(=O)Nc1nc2ccc3nc(C)sc3c2s1
→ -2	-15	2	.	-7	1476	9	11	7	0.9	-0.6
36. O=C(Cc1ccccc1)N/N=C/c1ccc(OC(=O)/C=C\c2ccco2)cc1
→ -8	-16	0	0.3	-10	1431	4	6	.	0.9	2.6
37. O=C(CN1CCCCC1)N1c2ccccc2Oc2ccccc21
→ 11	-9	-6	-0.74	-8	1430	0	12	.	0.9	2.0
38. c1ccc(C(c2nnnn2Cc2cccs2)N2CCN(C3CCCC3)CC2)cc1 (stereo not given)
→ 29	3	-5	.	13	1660	8	0	-13	1	-0.1
39. Cc1ccc(C(=O)N/N=C\c2ccc[nH]2)cn1
→ -6	2	-3	-0.2	-3	1587	2	5	.	0.9	0.0
40. COc1nc(N(C)C)nc(N2CC(=O)N(CCNS(=O)(=O)c3ccc(C)cc3)C2=N)n1
→ 47	0	4	0.25	-8	1505	-4	-6	4	1.1	0.0
41. CNCCCNCc1ccc(SC)cc1
→ -2	-5	-13	-0.29	6	1529	2	12	.	0.9	0.4
42. CCc1c(C)sc(NC(=O)C2CCCCC2C(=O)O)c1C(N)=O (stereo not given)
→ -5	4	-4	.	7	1406	3	-6	.	1.1	2.2
43. COc1ccc2sc(N(CCN(C)C)C(=O)/C=C/c3cccs3)nc2c1
→ 15	7	2	-0.77	-5	1562	-5	16	5	0.8	-0.4
44. c1ccc2c(c1)OCC(c1nn3cnnc3s1)O2 (stereo not given)
→ -8	8	-5	1.3	1	1629	-6	13	-3	0.9	-1.2
45. COc1ccc(OCC(=O)Nc2nc3ccc(NC(C)=O)cc3s2)cc1
→ -2	0	6	0.11	2	1444	-4	4	-16	1	-0.6
46. O=C(Nc1ccc(S(=O)(=O)N2CCOCC2)cc1)c1ccc(Cl)s1
→ 2	4	-9	.	14	1555	6	11	11	0.9	-3.0

Molecules listed so far that contain two or more sulfur atoms:
Results follow in this order: Lmaj promast	PPARg SRC-3 ag	TLR4 MyD88 comp	ROMK primary	PPARg SRC2 recr	SRC2 TRFRET art	PPARg SRC-1 ag	bIAP inh	S1P3 antag	bIAP activator	Redox H2O2 prof
5. CCCCc1ccc(NC(=S)NCc2cccs2)cc1
→ 16	0	-16	.	0	1728	1	11	.	0.9	-2.7
7. Cc1ccccc1Nc1nnc(SCc2cc(=O)n3ccsc3n2)s1
→ 12	-3	-4	.	2	1679	5	-4	.	1	-3.0
16. Cc1cc(C)cc(N(CC(=O)Nc2ccc(-c3nc4ccc(C)cc4s3)cc2)S(C)(=O)=O)c1
→ 10	-2	1	.	1	1547	6	0	-11	1	0.8
35. CCC(=O)Nc1nc2ccc3nc(C)sc3c2s1
→ -2	-15	2	.	-7	1476	9	11	7	0.9	-0.6
43. COc1ccc2sc(N(CCN(C)C)C(=O)/C=C/c3cccs3)nc2c1
→ 15	7	2	-0.77	-5	1562	-5	16	5	0.8	-0.4
46. O=C(Nc1ccc(S(=O)(=O)N2CCOCC2)cc1)c1ccc(Cl)s1
→ 2	4	-9	.	14	1555	6	11	11	0.9	-3.0
